Bioassay records (PubChem BioAssay)
CDK5 p35 inh: CDK5/p35 (human) kinase inhibition. inhibition, % at 10 µM. AID 488839. Recombinant CDK5/p35, ADP-Glo luminescence, 60 min. actives 0.01% (n = 330,000);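 active = highest replicate inhibition of at least 50% and at least 75% of replicates reaching 50%; inconclusive = only one of the two criteria met; inactive = both criteria failed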;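 also: plate controls were DMSO neutral control for no effect and GW8510 at 10 µM for full effect; many of its hits are not listed in these tables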
AddAB inh: less growth of phage-infected E. coli with AddAB; E. coli expressing H. pylori AddAB, absorbance growth; inhibition, % at 11.9 µM; actives 0.29% (n = 330,000); AID 435030; in the data active = inhibition above about 12%;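 also: 0% = vehicle wells of infected cells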
phage Ecoli inh: E. coli growth loss with phage present | actives 0.26% (n = 360,000) | AID 651602 | growth absorbance | inhibition, % at 11.9 µM; in the data active = inhibition above about 11%
Tat transport: blocks Tat-dependent protein export in E. coli; actives 0.036% (n = 340,000); E. coli MC4100 TorA-mCherry Tat export, fluorescence; inhibition, % at 10 µM; AID 488895;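 active = mean replicate inhibition at least 50% and at least half of replicates individually reaching 50%; inconclusive = only one of the two criteria met; inactive = neither criterion met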;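 also: exported cargo escapes ClpAP degradation while cytoplasmic cargo is degraded and loses fluorescence; 0% = median of neutral control wells and 100% = median of NaSCN control wells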
PKA-R2B act: PKA-R2B complex activation | activation, % at 11.4 µM | actives 0.079% (n = 340,000) | PKA-R2B holoenzyme dissociation, Cy5-IP20 fluorescence polarization; R2B truncated from residue 108, S112A mutant; 0% DMSO only, 100% 113 µM cGMP | P22694+P31323;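 active = activation above a cutoff set at the mean over all compounds plus 3 SD, cut at about 18% in these data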;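 also: higher means more holoenzyme dissociation and a rise in polarization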
Target sequence (P31323 whole entry, looked up, other chains not shown, the tested form may be a part): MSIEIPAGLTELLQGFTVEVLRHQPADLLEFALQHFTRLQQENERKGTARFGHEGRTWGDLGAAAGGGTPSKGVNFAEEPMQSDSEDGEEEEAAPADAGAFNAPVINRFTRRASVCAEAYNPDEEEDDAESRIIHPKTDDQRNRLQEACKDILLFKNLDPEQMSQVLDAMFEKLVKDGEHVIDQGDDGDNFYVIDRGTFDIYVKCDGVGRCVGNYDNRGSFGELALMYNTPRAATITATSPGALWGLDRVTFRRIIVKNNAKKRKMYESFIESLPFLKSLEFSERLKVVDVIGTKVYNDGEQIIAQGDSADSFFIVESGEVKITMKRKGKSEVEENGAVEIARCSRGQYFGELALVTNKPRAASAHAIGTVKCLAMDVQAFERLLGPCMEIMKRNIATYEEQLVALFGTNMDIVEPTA
PKA-R1A activ: activates the PKA-R1A holoenzyme complex | P00514+P68181 | PKA-R1A dissociation, Cy5-IP20 fluorescence polarization; scaled: DMSO 0%, 113 µM cGMP 100% | activation, % at 11.4 µM | actives 0.083% (n = 340,000) | AID 504707;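 active = percent activation above the mean of all tested compounds plus 3 SD, cut at about 19% in these data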;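 also: higher means more PKAc released from R1A so a rise in polarization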
HTR5A inv ag: inverse agonist of human HTR5A in OPRM1-OPRD1 counter-screen. actives 0.083% (n = 340,000). P47898. HTR5A cell line, luminescence, inverse agonism. inhibition, % at 9.3 µM; in the data active = inhibition mostly above about 23%, no sharp cut-off; inactive = mostly below about 18%;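 also: 0% = cells with DMSO and 100% = no-cell wells with DMSO; some compounds called inactive have numbers as strong as hits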
Ecoli viability: counter-screen for AddAB inhibitors: E. coli growth inhibition; E. coli V3065 growth, OD600 absorbance, 18 h; inhibition, % at 11.9 µM; actives 0.27% (n = 330,000); AID 449728;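 active = inhibition above the campaign's mean inhibition across all tested compounds plus 3 SD, cut at about 9.9% in these data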;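 also: uninfected addAB+ strain grown without phage in ampicillin broth; 0% = DMSO wells and 100% = ciprofloxacin 0.95 µg/ml wells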
Mot1-301 SUMO: inhibitors of SUMOylation pathway: yeast Mot1-301 growth rescue | actives 1% (n = 320,000) | S. cerevisiae Mot1-301 growth rescue, ATP luminescence, 38.5C; percent above DMSO median, 100 means doubled | growth rescue, % at 18.8 µM;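 active = every valid replicate shows activation above 250% relative to neutral control wells; inactive = the rest, any valid replicate at or below 250%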;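 also: OY570 slx delta 5 strain wells were the positive control but not used for scaling; some compounds called inactive have numbers as strong as hits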
HTR5A ag: HTR5A agonism, opioid heterodimer counter-screen; activation, % at 9.3 µM; HTR5A agonist assay, luminescence, cell-based; actives 0.61% (n = 340,000); AID 504692; in the data active = activation mostly above about 9.5%, no sharp cut-off; inactive = mostly below about 7.6%;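 also: 0% = cells with vehicle only and 100% = reference agonist; strong numbers were not always called active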
DAGLB inhibitor: diacylglycerol lipase beta (human) inhibition | Q8NCG7 | HEK293T DAGLB membrane lysate, EnzChek fluorogenic substrate | inhibition, % at 5.17 µM | actives 0.059% (n = 340,000) | AID 504411; in the data active = inhibition above about 34%;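 also: 0% = enzyme with vehicle and 100% = wells lacking enzyme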
Target sequence (Q8NCG7 whole entry, looked up): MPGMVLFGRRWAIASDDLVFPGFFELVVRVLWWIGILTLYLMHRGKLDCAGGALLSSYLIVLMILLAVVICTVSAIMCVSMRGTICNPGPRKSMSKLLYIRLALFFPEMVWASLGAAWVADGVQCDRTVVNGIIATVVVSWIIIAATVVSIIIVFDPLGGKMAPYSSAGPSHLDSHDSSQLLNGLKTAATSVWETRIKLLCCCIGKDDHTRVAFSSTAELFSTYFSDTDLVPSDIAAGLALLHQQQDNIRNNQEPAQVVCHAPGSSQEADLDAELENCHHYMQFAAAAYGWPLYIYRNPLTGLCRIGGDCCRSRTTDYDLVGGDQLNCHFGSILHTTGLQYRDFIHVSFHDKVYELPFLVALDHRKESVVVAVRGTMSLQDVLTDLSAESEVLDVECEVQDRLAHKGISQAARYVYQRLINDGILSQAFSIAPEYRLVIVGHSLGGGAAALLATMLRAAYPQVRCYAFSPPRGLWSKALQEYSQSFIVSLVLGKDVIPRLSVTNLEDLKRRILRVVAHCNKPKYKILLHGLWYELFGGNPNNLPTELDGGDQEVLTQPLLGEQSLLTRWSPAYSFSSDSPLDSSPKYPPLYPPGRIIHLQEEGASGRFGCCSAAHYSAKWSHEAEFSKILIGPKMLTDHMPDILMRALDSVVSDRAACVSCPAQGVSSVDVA
An asterisk follows results filed as active; i = inactive; ? = inconclusive; nt = not tested or not shown.

mol	AddAB inh	HTR5A ag	PKA-R2B act	phage Ecoli inh	Ecoli viability	Tat transport	HTR5A inv ag	Mot1-301 SUMO	CDK5 p35 inh	PKA-R1A activ	DAGLB inhibitor
Cc1cc(NC(=O)c2cc(-c3ccncc3)nc3ccccc23)ccc1Br	-1.2	6	-7	2.5	-1.0	1	-24	0	2.2	-4	0
CCOC(=O)c1c(C)nn(Cc2cccc(Cl)c2)c1N	3.2	9	-2	2.5	3.0	-5	-24	-13	0.7	-5	1
C#CCC(NC(=O)c1ccc(C#N)cc1)C(=O)NCCC (stereo unspecified)	-1.1	3	-4	3.5	-1.2	-1	5	-18	1.9	-10	2
CCc1cccc(CC)c1NC(=O)C1CN(S(=O)(=O)c2ccccc2)CCN1S(=O)(=O)c1ccccc1 (stereo unspecified)	2.6	-2	1	-0.1	0.5	2	5	179	-0.2	-7	-1
O=C(Cn1c(=O)oc2cc(S(=O)(=O)N3CCCCC3)ccc21)N1CCc2ccccc2C1	-0.1	2	-1	2.8	0.4	-7	-6	137	-0.3	-2	0
COc1ccccc1C/C(N)=N/OC(=O)c1ccc(C)c([N+](=O)[O-])c1	2.1	5	0	-0.2	0.9	-2	-3	2	2.2	-4	-9
O=C(CC1C(=O)NCCN1Cc1ccc(-c2ccccc2)cc1)NCCCn1ccnc1 (stereo unspecified)	0.1	-3	5	5.8	-0.4	-2	9	7	0.2	0	1
O=C(c1cc(S(=O)(=O)N2CCOCC2)ccc1Cl)N1CCCCC1CO (stereo unspecified)	0.0	1	2	1.8	-0.5	-2	-6	-4	-0.5	7	-1
O=C(CSc1nnc(COc2ccccc2F)n1-c1ccccc1)NC1CCS(=O)(=O)C1 (stereo unspecified)	-0.5	-4	-1	0.9	-1.1	-11	10	-16	-1.0	4	1
CCN(c1ccccc1)c1nc2ccsc2c(=O)s1	-0.3	2	-1	1.6	-0.6	9	-5	i	0.3	4	-6
COCCCN1CC(=O)N2C(c3cccc(C)c3)c3[nH]c4ccccc4c3C[C@H]2C1=O (stereo partly specified)	-2.2	4	-17	0.9	-2.1	-8	-15	-19	1.5	-7	-1
O=C(O)c1ccc(CSc2nc(-c3ccc(Cl)cc3)cc(C(F)(F)F)n2)cc1	5.4	0	-1	0.7	-1.5	-6	2	-3	-0.1	8	8
Cc1cccc(NC(=S)NNC(=O)Cc2ccccc2)c1	1.0	1	-5	2.4	-3.6	3	26	-20	-1.9	-4	1
CC12CC3CC(C)(C1)CC(C(=O)NC(=S)N1CCCCC1)(C3)C2	1.3	-1	-1	0.7	-4.4	2	2	40	-2.9	8	-9
O=C(O)C1CC=CCC1C(=O)Nc1cccc(F)c1 (stereo unspecified)	4.0	7	4	0.6	5.0	1	-18	-6	-0.2	-9	-2
CC12CN3CCN(CC(C3)/C1=N\NC(=O)Nc1cccc(Cl)c1)C2	0.2	nt	nt	3.2	-3.5	-10	nt	60	-0.2	nt	nt
O=C(Cn1nc2ccccc2n1)N/N=C/c1ccc(F)cc1	-1.2	-1	-8	2.5	0.4	-10	4	93	0.7	-10	-1
CCOC(=O)c1cccc(NC(=O)CSc2nc(N)cc(N)n2)c1	4.3	0	0	5.1	-0.7	18	14	3	-5.1	2	-6
Cc1ccc(S(=O)(=O)N(C)c2ccc(OCC(=O)NC3=NCCS3)cc2)cc1	2.0	3	-8	4.3	1.2	-4	-8	0	-3.0	-5	0
CC1CCCN(C2=C(Cl)C(=O)N(c3cccc(Cl)c3)C2=O)C1 (stereo unspecified)	-2.9	4	0	4.7	-1.6	0	18	-5	0.1	-2	-8

Copied from the list.
COc1ccccc1C/C(N)=N/OC(=O)c1ccc(C)c([N+](=O)[O-])c1 | HTR5A inv ag = -3
O=C(CC1C(=O)NCCN1Cc1ccc(-c2ccccc2)cc1)NCCCn1ccnc1 (stereo unspecified) | CDK5 p35 inh = 0.2

New compounds follow:
mol	AddAB inh	HTR5A ag	PKA-R2B act	phage Ecoli inh	Ecoli viability	Tat transport	HTR5A inv ag	Mot1-301 SUMO	CDK5 p35 inh	PKA-R1A activ	DAGLB inhibitor
COc1ccc(C(=O)C(=O)c2ccc(OCCO)cc2)cc1	2.0	0	-3	0.4	2.1	-12	-33	-18	2.2	-7	-5
Cc1ccc(NC(=O)COc2ccc(N(C)C(=O)C(C)(C)C)cc2)cc1S(=O)(=O)N1CCCCC1	1.9	2	-5	0.8	0.3	8	-15	-10	-0.6	-8	1
COc1ccc(OC)c(CN2CCC(CNC(=O)Nc3cccc(Cl)c3)CC2)c1	1.6	7	-1	-3.1	-0.3	3	-4	-10	0.9	-13	-1
Cc1ccccc1NC(=S)/C(=C(\[O-])c1cc(C)n(Cc2ccccc2Cl)c1C)[n+]1ccccc1	1.2	6	0	1.6	0.8	6	0	-10	-0.9	-6	3
CN(Cc1ccc(Cl)c(Cl)c1)C(=O)C1=CC=CN2CCS(=O)(=O)N=C12	2.4	11	7	1.4	1.1	13	-31	0	1.6	-6	3
CCn1cc(/C=C(\NC(=O)c2ccccc2Cl)C(=O)NCCN2CCOCC2)c2ccccc21	3.4	-2	3	0.3	0.2	1	-3	-10	nt	16	1
N#Cc1ccc(OCC(=O)NCCCn2ccnc2)cc1	1.0	0	-2	2.7	-0.2	7	0	-4	0.2	-1	2
CCOc1cc(C(=S)N2CCC(O)CC2)ccc1OS(=O)(=O)c1ccc(Br)cc1	0.3	1	-2	2.6	2.5	-8	-9	15	-2.6	10	-4
COc1ccc(NC(=O)CN(Cc2ccccc2)S(C)(=O)=O)c(OC)c1	2.3	-4	3	0.3	-0.1	-12	12	50	2.8	-1	3
CCOc1[nH]n(-c2ccc(Cl)cc2)c(=O)c1C=NCc1cccnc1	2.3	1	3	3.3	-0.6	-1	4	-14	0.8	14	0
COCCNC(=S)N/N=C(\C)c1ccc(O)cc1	-0.2	4	0	3.0	-0.1	2	2	1	-1.1	-10	1
O=C(NCc1ccc(Cl)cc1)c1cc(=O)[nH]c2ccc(S(=O)(=O)N3CCOCC3)cc12	1.3	-4	0	1.1	2.5	-1	-20	-10	0.0	4	0
COc1ccc(N(CC(=O)NCc2ccncc2)S(=O)(=O)c2ccc(C)c([N+](=O)[O-])c2)cc1	1.3	2	-17	0.9	1.1	0	-9	6	-0.2	-12	0
CCCOC(=O)c1ccc(NC(=O)c2cnccn2)cc1	0.7	-2	3	4.3	0.9	5	-1	3	0.2	-3	-3
NC(=O)c1nn(-c2ccccc2)nc1NC(=O)CN1CCOCC1	-0.8	0	-2	3.4	-1.6	-9	-40	1	0.0	1	-1
CCN1CCN(c2nc3ccccc3nc2C(C#N)S(=O)(=O)c2ccc(C)c(C)c2)CC1 (stereo unspecified)	1.8	3	4	2.5	-2.4	-7	-9	13	-1.2	-8	2
CCCCn1c(N)c(N(CC(C)C)C(=O)C2CCN(S(=O)(=O)c3ccc(F)cc3)CC2)c(=O)[nH]c1=O	nt	-4	-2	0.4	nt	0	11	93	-1.6	0	3
Cc1ccc(S(=O)(=O)NCc2ccc(C(=O)N3CCN(c4ccccn4)CC3)cc2)cc1	1.4	1	0	2.7	0.4	6	-5	662*	0.8	-9	0
CCc1nc2nc(C)c(NS(=O)(=O)c3ccc(CC(C)C)cc3)c(=O)n2[nH]1	6.2	-1	-2	1.3	3.5	-10	4	-5	-2.0	0	0
CC(C)c1ccc(C2CC(=O)c3cnc(NC(=O)c4ccco4)nc3C2)cc1 (stereo unspecified)	4.5	0	-2	0.7	-0.5	1	15	-9	-0.3	-7	0
O=C(NCc1cccc(C(F)(F)F)c1)C1CCN(c2ncccn2)CC1	-0.5	-3	14	4.5	-2.2	-6	7	13	0.2	7	-4
O=C(NC1CCCCC1)C1(c2ccccc2)CC1(Cl)Cl (stereo unspecified)	1.1	-1	7	0.6	1.6	4	3	4	-1.7	8	-5
CCOC(=O)C1CCN(C(=O)/C=C/c2ccccc2)CC1	5.7	5	-14	2.5	3.0	15	3	-15	2.7	-12	0
CN(C(=O)c1cccc(NC(=O)Cc2cccc(NC(=O)C3CCCN(C(=O)C4CCCCC4)C3)c2)c1)C1CCC1 (stereo unspecified)	nt	5	3	2.6	nt	1	-20	nt	-1.0	-1	-4
COc1ccccc1CC(=O)N(CCC#N)CCC#N	-3.2	3	3	1.2	-0.2	-3	-5	12	0.4	1	-1
CC(=O)c1cc(F)c(N2CCN(C(=O)COc3ccccc3F)CC2)cc1C	0.0	0	-10	1.7	-0.8	6	-39	-15	0.2	3	-8
O=C(Nc1ccc2oc(-c3ccncc3)nc2c1)c1c(F)c(F)c(F)c(F)c1F	0.3	-3	7	0.5	2.3	-1	-13	-5	-0.8	10	-4
CCN1CCN(C(=O)c2ccc3c(c2)S(=O)(=O)c2ccccc2C3=O)CC1	1.6	-1	7	3.0	-1.9	-4	-5	38	0.5	-1	1
Cc1cc(C)cc(N(C(=O)c2sc(C)nc2C)C(C(=O)NCc2ccco2)c2ccccc2)c1 (stereo unspecified)	2.7	-3	0	2.5	1.4	4	-2	2	-0.4	3	-1
CC(C)Nc1nc(Cl)nc(NCCOc2ccccc2)n1	3.1	5	5	4.7	0.4	3	0	0	-0.9	-3	-5
C(=N\n1cnnc1)/c1ccc(OC2CSC2)cc1	3.2	1	1	4.0	-1.6	-1	5	89	-5.9	5	1
Cc1c(Cl)cccc1N1C(=O)C2ON(c3ccccc3)C(c3cccnc3)C2C1=O (stereo unspecified)	4.6	-3	-5	2.4	0.5	-3	7	7	0.4	6	1
CCC(=O)Oc1ccc(C2NC(=O)c3ccccc3O2)cc1OC (stereo unspecified)	0.8	-2	-5	1.1	-0.1	1	8	10	0.7	1	-3
CCc1ccc(N(CC(=O)NCC2CCCO2)C(=O)CCC(=O)Nc2nccs2)cc1 (stereo unspecified)	3.2	-1	-10	-1.0	0.5	-1	4	3	-1.2	2	-2
Cc1cccc(NC(=O)CNC(=O)CN2C(=O)NC3(CCc4ccccc43)C2=O)c1C (stereo unspecified)	nt	3	0	3.2	nt	?	12	nt	0.7	-6	1
COC(C[C@H](O)[C@@H](C)[C@H](O)COCc1ccccc1)OC	nt	-2	-8	2.9	nt	14	6	nt	-3.4	6	-4
O=C1c2ccccc2C(=O)N1CCSc1nc2ccccc2c(=O)n1CCCN1CCOCC1	-2.7	-8	6	4.1	-2.6	8	-15	-33	0.4	-8	-1
CC(C)c1ccc(OCC(=O)N2CCc3ccccc3C2)cc1	1.8	0	-9	0.4	0.1	12	1	-5	-3.5	3	-4
C/C(=N\NC(=O)c1ccc2c(c1)OCO2)c1ccc2c(c1)OCO2	-1.4	4	2	2.1	-0.8	-3	-12	0	0.5	11	-1
